# M1 PAM parental = nonselective activator or artifact in parental CHO-K1 calcium assay. activation, % at 3 µM. 360,000 compounds, 0.02% hits. ATP EC20, Fluo-8 calcium fluorescence; 0% at ATP EC20, 100% at ATP max;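 active = activation above the run cutoff, the mean activation of all test compounds plus 3 SD, cut at about 40% in these data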;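 also: peak over basal fluorescence ratio in a 140 s read after ATP addition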
# CRFR2-BP ag = agonists of human CRF-binding protein/CRF-R2 receptor complex; HEK293 CRF-R2/CRF-BP, calcium dye fluorescence (FLIPR); percent of saturating CRF peptide response; activation, % at 13.2 µM; 350,000 compounds, 0.46% hits; AID 588473;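 active = activation of at least 50%, plus an integration ratio under a set limit after plate pattern correction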;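 also: plate controls were neutral control wells without compound for no effect and CRF at EC100 for full effect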
# CHRM4 PAM = potentiates acetylcholine response at human M4 receptor; P08173; activation, % at 3 µM; 360,000 compounds, 0.4% hits; CHO-K1 hM4/Gqi5, Fluo-8 calcium fluorescence, ACh EC20; 0% = ACh EC20, 100% = maximal ACh;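 active = activation above its plate's cutoff, the mean activation of sample wells plus 3 SD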; also: some results filed as inactive read as strong as hits
# Target sequence (P08173 whole entry, looked up): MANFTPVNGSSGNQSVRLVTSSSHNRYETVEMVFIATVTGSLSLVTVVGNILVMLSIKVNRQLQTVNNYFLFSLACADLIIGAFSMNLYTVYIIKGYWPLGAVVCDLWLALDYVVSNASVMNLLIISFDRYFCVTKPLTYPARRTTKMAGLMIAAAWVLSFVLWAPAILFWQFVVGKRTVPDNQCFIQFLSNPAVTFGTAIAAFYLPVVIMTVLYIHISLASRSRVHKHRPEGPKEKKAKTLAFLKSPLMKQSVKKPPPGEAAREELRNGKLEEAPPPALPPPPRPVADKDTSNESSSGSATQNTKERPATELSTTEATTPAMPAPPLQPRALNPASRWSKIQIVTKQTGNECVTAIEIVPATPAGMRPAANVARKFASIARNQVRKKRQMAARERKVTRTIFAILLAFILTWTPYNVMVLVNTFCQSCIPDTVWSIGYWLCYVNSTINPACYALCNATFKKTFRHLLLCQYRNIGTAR
# CHRM5 PAM = positive allosteric modulators of human muscarinic M5 receptor; P08912; CHO-K1 hM5, Fluo-8 calcium, ACh EC20 PAM; 0% = ACh EC20, 100% = ACh EC100; activation, % at 3 µM; 360,000 compounds, 0.3% hits;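 active = activation above the run cutoff, the mean activation of all test compounds plus 3 SD, cut at about 18% in these data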
#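 Measured by: Fluo-8 calcium fluorescence; material: human M5 receptor in CHO-K1 cells; schedule: Post-acetylcholine fluorescence recording 140 s; benchmarks: low control EC20 acetylcholine (0%), high control EC100 acetylcholine (100%); read-out: Max/basal fluorescence ratio as % of EC20–EC100 ACh window; compound: single dose, 3 µM nominal final test concentration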
# TAAR1 agonist = human TAAR1 agonism. Q96RJ0. activation, % at 3 µM. CHO RD-HGA16 TAAR1, Fluo-8 calcium fluorescence; vehicle wells 0%, saturating PEA agonist 100%. AID 624467. 360,000 compounds, 0.99% hits;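 active = activation above the mean activation of all test compounds in the run plus 3 SD, cut at about 38% in these data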
# Target sequence (Q96RJ0 whole entry, looked up): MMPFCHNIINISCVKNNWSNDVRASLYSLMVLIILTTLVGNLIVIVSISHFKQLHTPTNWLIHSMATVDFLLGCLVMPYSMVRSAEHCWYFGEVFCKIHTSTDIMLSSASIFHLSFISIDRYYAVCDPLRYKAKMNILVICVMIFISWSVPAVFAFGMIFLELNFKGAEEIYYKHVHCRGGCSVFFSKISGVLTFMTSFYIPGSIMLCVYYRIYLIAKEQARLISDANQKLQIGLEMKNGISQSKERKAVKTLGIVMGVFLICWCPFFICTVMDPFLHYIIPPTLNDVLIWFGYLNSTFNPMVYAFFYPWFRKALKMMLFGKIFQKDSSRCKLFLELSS
#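 test system = CHO RD-HGA16 cells carrying human TAAR1 plus Gα16 | schedule = 17-24 h seeding, 75 min 37 °C dye, 30 min RT | compound dosing = 3 µM single concentration | control set = DMSO and PEA EC100 | replicates = n 1 | signal = Fluo-8 fluorescence, 5 s baseline then 140 s kinetic read | measure = percent activation vs PEA EC100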
# TAAR1 antag = human TAAR1 antagonism; CHO RD-HGA16 TAAR1, Fluo-8 calcium fluorescence, antagonist; inhibition, % at 3 µM; 360,000 compounds, 1.5% hits;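 active = inhibition above a per-plate cutoff, the mean inhibition of test compounds on that plate plus 3 SD, cut at about 49% in these data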;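 also: 0% = DMSO plus EC80 beta-PEA response and 100% = DMSO alone without agonist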
#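 Assay system: CHO-derived RD-HGA16 cells stably expressing human TAAR1 plus Gα16. Timing: 140 s kinetic read after compound, 140 s after agonist. Technique: kinetic Fluo-8 calcium fluorescence measurement. Measure: % inhibition of agonist calcium response.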
# CRFBP-R2 block = antagonists of CRF-binding protein/CRF-R2 receptor complex; inhibition, % at 11.8 µM; 350,000 compounds, 0.59% hits; HEK293 CRF-R2/CRF-BP, CRF-induced calcium fluorescence;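 active = inhibition of the ligand-induced calcium signal above about 50% at the single tested concentration, limit read from the data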
# M5 ag = CHRM5 agonism in calcium assay; P08912; CHO-K1 hM5 cells, Fluo-8 calcium fluorescence; 0% DMSO wells, 100% maximal acetylcholine response; activation, % at 3 µM; 360,000 compounds, 0.19% hits; AID 624037;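 active = activation above the run's mean over test compounds plus 3 SD, cut at about 23% in these data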;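 also: signal is peak over basal fluorescence ratio across the kinetic read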
# M5 antag = antagonists of human muscarinic M5 receptor (CHRM5); CHO-hM5 cells, Fluo-8 calcium fluorescence, ACh EC80; 360,000 compounds, 0.59% hits; inhibition, % at 3 µM;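 active = inhibition above a per-plate cutoff, the mean of that plate's test compounds plus 3 SD, cut at about 27% in these data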;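 also: 0% = acetylcholine EC80 with DMSO and 100% = DMSO without agonist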
# Active calls of the source: *; . = no result given.
nr	SMILES	M1 PAM parental	CRFR2-BP ag	CHRM4 PAM	CHRM5 PAM	TAAR1 agonist	TAAR1 antag	CRFBP-R2 block	M5 ag	M5 antag
1	Cc1ccc(C(=O)OCC(=O)Nc2sc3c(c2C#N)CCCCC3)cc1NC(=O)c1ccco1	6	1.1	3	-4	5	0	6	-1	0
2	COc1cccc(NC(=O)c2ccc[n+](C)c2)c1	-3	-1.2	1	1	1	10	-1	-2	-4
3	COC(=O)C1(C(=O)OC)CCCCN(S(=O)(=O)c2ccc(C)cc2)CCC1	8	.	7	-7	2	19	.	3	2
4	O=C(CSc1nc(C2CC2)nc2ccccc12)Nc1cccc(O)c1	-4	-0.7	-5	-2	2	6	-24	-2	10
5	C#CCNC(=O)C1=C[C@@H](c2ccc(C(F)(F)F)cc2)[C@H](CCCO)[C@@H](OCC)O1	-9	0.2	2	-9	3	12	-2	3	3
6	COc1ccc(-c2cn3nc4c(nc3n2)CCCC4)cc1	14	7.2	3	6	3	-7	-7	-2	-7
7	COc1ccc(CC(NC(C)=O)C(=O)NC2CCN(C(=O)c3ccc(OC)c(OC)c3)CC2)cc1OC (centres undefined)	11	-0.3	3	2	7	7	5	-4	6
8	O=C(Nc1ccnn1C1CCN(Cc2ccccc2OC(F)F)CC1)c1cccc(F)c1	0	0.1	-4	3	10	5	-14	-2	-4
9	CN(Cc1ccc(F)cc1)C(=O)c1cccc(OCc2ccccc2)c1	-2	-0.7	-3	1	-4	-18	18	-3	0
10	Cc1cccn2c(=O)c3cc(C(=O)NCCN4CCOCC4)n(C)c3nc12	17	0.0	-2	1	2	-6	-1	-2	2
11	N#Cc1cccnc1N1CCN(C(=O)c2cccc3c2C(=O)c2ccc(-c4ccc(Cl)c(C(F)(F)F)c4)cc2S3(=O)=O)CC1	-18	-0.2	-3	-10	.	.	5	1	3
12	O=C(Oc1ccc(Br)cc1C(=S)N1CCOCC1)c1ccc([N+](=O)[O-])cc1[N+](=O)[O-]	13	0.1	3	-1	-1	-7	1	-7	13
13	COc1cccc(/C=N/c2sc(Cc3ccccc3)c(C)c2C(N)=O)c1O	0	-1.0	4	-9	3	8	-18	0	5
14	Cc1ccc(NC(=O)c2ccco2)cc1C	11	-0.4	10	-5	7	-9	19	-4	6
15	O=C(NCCCN1CCOCC1)c1ccc(CS(=O)(=O)c2c(Cl)cccc2Cl)o1	-1	1.2	4	-1	1	-2	10	-1	5
16	O=C(CCN1CCOCC1)N1c2ccccc2Sc2ccc(Cl)cc21	10	-3.8	-19	-17	4	-7	2	-7	95*
17	COc1ccc(-c2nnc(SCC3CCCO3)n2C)cc1 (centres undefined)	-7	-0.3	1	-2	4	-21	0	0	6
18	COc1ccc(N2C(=O)[C@@H]3C(c4cccnc4)=NO[C@@H]3C2=O)cc1	7	0.6	-3	-4	1	-28	5	1	4
19	CN1C(=O)/C(=C/c2ccccc2F)Sc2ccc(C(=O)NCC3CCCO3)cc21 (centres undefined)	2	1.9	-4	-3	-1	-12	-3	5	-10
20	CCOc1ccc(/C=N\NC(=O)CC(=O)NCCc2ccccc2)cc1	-11	-0.9	-3	6	6	-14	3	-4	-1
21	O=C(NC1CCCc2c1cnn2-c1ccc(F)cc1F)c1cnccn1 (centres undefined)	-4	-0.3	7	-6	2	-3	23	-2	3
22	COc1ccc(C(=O)NCCc2c[nH]c3ccccc23)cc1[N+](=O)[O-]	13	-0.8	-11	-10	15	63*	0	7	9
23	Cc1ccc(C(OC(=O)c2ccco2)C(=O)NC2CCCCC2)cc1 (centres undefined)	7	6.7	-3	6	6	-31	-29	-3	0
24	COc1ccc(CN(C)S(=O)(=O)c2nnc(NC(=O)c3cccc(OC)c3)s2)cc1	-11	1.1	-1	-7	-1	-10	30	3	1
25	COc1ccc(CN2CCC(=O)N([C@H](CO)c3ccccc3)CC2)cc1OC	1	-0.5	6	7	17	-9	-6	-2	3
26	O=c1[nH]c(C2CCN(S(=O)(=O)c3ccc(S(=O)(=O)NC4CC4)cc3)CC2)nc2c1nnn2Cc1cccc(F)c1	-4	1.2	-20	0	5	-11	7	-4	7
27	Cc1ccc(OCC(=O)Nc2cccnc2Cl)cc1C	2	0.7	2	-3	-2	-15	-11	-2	15
28	CCCCCNc1nc(NCCCO)c(C#N)c2c1CN(C)CC2	15	20	1	2	10	-4	-12	-1	-3
29	CCOc1ncccc1C(=O)N1CCCSC1=Nc1ccc(C(C)=O)cc1	2	-1.3	2	1	7	-2	9	-5	7
30	Cc1csc(SCC(=O)c2c(N)n(CC(C)C)c(=O)n(C)c2=O)n1	9	1.0	-6	-9	8	2	-21	2	10
31	CN(C)S(=O)(=O)c1ccc(C(=O)Nc2ccc(CCC(=O)N3CCCC3)cc2)cc1	10	-0.2	10	-5	10	-22	13	-1	3
32	Cn1nc(SCc2ccccc2)c(=O)n(C(c2ccccc2)c2ccccc2)c1=O	-16	11	-4	-19	6	-19	7	5	3
33	CC(=O)NC12CC3CC(C1)CC(C(=O)Nc1nccs1)(C3)C2	-8	-1.5	-1	2	8	-7	-1	-1	1
34	C=CCc1ccc(OCCCOc2ccc(C)cc2OC)c(OC)c1	17	-1.8	8	-1	8	-4	2	3	5
35	CCOc1ccc(NC(=O)CCNC(=O)c2ccco2)cc1	4	0.2	0	-3	1	-1	-5	-3	9
36	CCOc1cc2[nH]c(=S)n(Cc3ccc(C(=O)NCCOC)cc3)c(=O)c2cc1OCC	15	-3.0	-4	-1	5	-7	7	1	12
37	Cc1ccc(C(=O)NN2C(=O)C3C4C=CC(C4)[C@@H]3C2=O)cc1 (some centres undefined)	6	-2.7	24	5	3	-34	26	-5	0
38	O=C(NCCC1=CCCCC1)c1ccc(Cl)c(S(=O)(=O)N2CCCCC2)c1	-7	4.5	-11	-13	10	13	-12	3	13
39	O=C(CN(c1cc(C(F)(F)F)ccc1Cl)S(=O)(=O)c1ccccc1)NCc1cccnc1	-8	1.6	-4	-5	2	-11	-6	-2	0
40	c1ccc(N2CCN(c3nnnn3-c3ccccc3)CC2)cc1	13	-2.6	-3	-3	7	24	-16	-1	5
41	O=C(c1cc2ccccc2oc1=O)N(Cc1cccs1)Cc1ccccc1Cl	1	0.5	-2	-4	8	43	-20	0	4
42	Cc1c(C(=O)Nc2ccccn2)oc2ccccc12	6	1.1	11	-1	0	-3	-2	1	-1
43	Clc1ccccc1N=C1SCCS1	21	-0.4	-1	-3	1	-20	2	-6	-3
44	O=C(NCCCN1CCOCC1)c1cc(-c2ccc(Cl)s2)nc2ccccc12	-4	2.9	-2	-14	7	9	-11	-7	10
45	Cc1ccccc1NC(=O)C1CCCN(S(=O)(=O)c2cnc[nH]2)C1 (centres undefined)	1	-1.4	4	0	-1	10	2	4	-1
46	CCOC(=O)Cc1[nH]nc2c1C(c1cc(OC)ccc1OC)C(C#N)=C(N)O2 (centres undefined)	13	-1.6	-1	-2	4	5	30	-1	-5
47	COc1ccccc1C(=O)N/C(=C/c1ccc(Br)cc1)C(=O)NCC(=O)O	1	0.5	-4	0	7	6	-12	-1	-11
48	CCOC(=O)/C(=C\C=C1/Sc2ccccc2N1CC)C(C)=O	-2	313*	-29	-15	17	16	-370	36*	10
49	COCCNC(=O)CN(C(=O)CCC(=O)Nc1ccccn1)c1ccc(C)cc1	-7	1.3	3	-1	0	-33	7	-2	-2
50	O=C(NC(Cc1c[nH]c2ccccc12)C(=O)OCC(=O)c1cccc2ccccc12)c1cccs1 (centres undefined)	17	5.4	-3	-7	0	18	2	-2	10
51	Cc1ccc(-c2cc(C(=O)N3CCN(C(=O)c4ccco4)CC3)[nH]n2)c(C)c1	-4	-1.0	-2	-3	0	-11	-10	-1	5
52	O=C(COC(=O)[C@H](Cc1ccccc1)NC(=O)c1ccco1)NCc1ccccc1	18	79*	3	-11	1	-1	-72	-1	14
53	Cn1cc(CN2CCC(C(=O)NC(c3ccc(F)cc3)c3ccc4ccccc4n3)CC2)c2ccccc21 (centres undefined)	2	.	-12	-5	53*	52*	.	1	6
54	COc1ccc2[nH]c3c(NCCC4=CCCCC4)ncnc3c2c1	-12	34	-12	-31	11	37	-35	11	32*
55	COc1ccc(OCC(=O)Nc2nnc(C)s2)cc1	9	-5.3	3	3	9	0	-11	2	8
56	COc1ccc(Nc2nc3ccccc3nc2-n2nc(C)cc2C)cc1	10	8.8	11	2	7	-15	-26	-2	-4
